# ATXN2 expr inh: Primary qHTS for Inhibitors of ATXN expression | HEK-293 ATXN2-luciferase reporter, luminescence, 24 h | Potency, µM (series often up to 57 µM), for the others: top-dose activity change, negative = inhibition, hits mostly inhibitors | 360,000 compounds, 0.72% hits | AID 1745845, 2022; further: potency means the concentration at half of the fitted maximal effect; on the % scale 0 is the no-effect control and ±100 the full control effect; nearly all actives have a fitted effect of over 55% in size
#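 ATXN2-luciferase reporter cells (luciferase flanked by upstream and downstream ATXN2 gene portions) were treated 24 h at 37 °C with compounds at up to 57 uM. SteadyGlo luminescence gave expression; GF-AFC fluorescence gave viability.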
# S2 tox: Viability Counterscreen for Primary qHTS for Inhibitors of ATXN expression. 400,000 compounds, 0.49% hits. Potency, µM (titrated, usually from 56.7 µM), hits mostly cytotoxic. S2 cells (HEK-293 line with an ATXN2-luciferase reporter) viability, CellTiter-Fluor protease fluorescence, 24 h; further: potency means the concentration at half of the fitted maximal effect; nearly all actives have a fitted effect of over 40% in size
# TGFb SMAD3 inh: qHTS for Inhibitors of TGF-b. AID 588855, 2011. 410,000 compounds, 1.2% hits. HepG2 CAGA-GFP TGF-b/SMAD3 reporter, GFP fluorescence, 18 h; TGF-beta stimulated, 500 pg/mL final. Potency, µM (doses to about 46.1 µM), for inactives: top-dose activity, negative = inhibition, usual class: inhibitors; further: potency means the concentration at half of the fitted maximal effect; on the % scale 0 is the no-effect control and ±100 the full control effect; nearly all actives have a fitted effect of over 65% in size
#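 Using HEPG2 CAGA-GFP reporter cells at 1000 cells/well, we pinned test compounds, stimulated with recombinant TGF-beta (500 pg/mL final) and measured total well GFP after 18 h.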
# IL2 activator: qHTS of IL-2 Activators; 360,000 compounds, 0.065% hits; activation, % (series mostly up to about 46 µM); AID 652025, 2013; IL-2 activation reporter assay, cell-based qHTS; stimulated with anti-CD3/CD4/CD28 beads; in transgenic mouse T cells; in the data active means activation above about 50%; inconclusive means mostly about 30% to 49%; further: 0% is about no effect
#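 Unstimulated transgenic mouse T cells; 60-min compound exposure; bead-based TCR/CD4/CD28 stimulation; 18 h culture, 37 degrees C; dual fluorescence (EGFP, DsRed) plate cytometry.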
# A549 viability: Nrf2 qHTS screen for inhibitors: counterscreen for cytotoxicity; AID 504648, 2011; Potency, µM (series often up to 46 µM), for the others: top-dose activity change, negative = cytotoxicity, hits mostly inhibitors; A549 ARE-Fluc cells, CellTiter-Fluor viability, 18-24 h; 390,000 compounds, 0.16% hits; further: potency means the concentration at half of the fitted maximal effect; on the % scale 0 is the no-effect control and ±100 the full control effect
#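 A549 ARE-Fluc cells in 5% FBS OPTI-MEM, 5000 cells/well, rested 2 h then exposed to compounds in concentration-response for 18-24 h at 37 °C. Viability by CellTiter-Fluor fluorescence (Ex 405/Em 525) after 30 min; luciferase luminescence (BugLite, 15 min, RT) read afterwards.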
# HepG2 tox: qHTS for Inhibitors of TGF-b: Cytotox Counterscreen | HepG2 CAGA-GFP viability, ATP luminescence, 18 h | Potency, µM (titrated, usually from 46.1 µM), for inactives: top-dose activity change, negative = cytotoxicity, actives largely listed as cytotoxic | 410,000 compounds, 0.76% hits | AID 588856, 2011; further: potency means the concentration at half of the fitted maximal effect; some results filed as inactive show a strong effect at the top dose
#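 CellTiter-Glo luminescence gave cytotoxicity after 18 hours at 37 degrees C. The cells were HepG2 CAGA-GFP in 1% FBS DMEM, stimulated with 500 pg/mL TGF-beta after compound addition. %Activity was normalised to no-cell wells (complete cell-killing) and DMSO (no toxicity), and curves were fitted and classified.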
# Nrf2 block: Nrf2 qHTS screen for inhibitors; 360,000 compounds, 2.1% hits; A549 ARE-Fluc reporter, luciferase luminescence, 18-24 h; Potency, µM (doses to about 46 µM), inactives show at the top dose activity change, negative = inhibition, hits mostly inhibitors; AID 504444, 2011; further: potency means the concentration at half of the fitted maximal effect; on the % scale 0 is the no-effect control and ±100 the full control effect; nearly all actives have a fitted effect of over 60% in size
#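 A549 ARE_Fluc cells, 5000/well, 5% FBS OPTI-MEM; compounds in dose-response, 18-24 h at 37 °C/5% CO2; CellTiter-Fluor viability read (Ex 405/Em 525), then BugLite luciferase luminescence = Nrf2 activity.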
# Nrf2 ARE act: qHTS of Nrf2 Activators; AREc32 ARE-luciferase reporter (MCF7-derived line), luminescence, 24 h; Potency, µM (series often up to 46.1 µM), for inactives: top-dose activation, hits mostly activators; 410,000 compounds, 0.31% hits; further: potency means the concentration at half of the fitted maximal effect; % of control where 0% means no effect; nearly all actives have a fitted effect of over 65% in size
#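 Luciferase luminescence (Steady-Glo, 30 min at room temperature) served as the read-out of ARE activation in AREc32 cells treated with compounds for 24 hr at 37 deg C.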
# EPAC2 agonist: qHTS for Agonist of cAMP-regulated guanine nucleotide exchange factor 4 (EPAC2): primary screen; Rap guanine nucleotide exchange factor 4 (Homo sapiens), Q8WZA2; EPAC2 activation, biochemical qHTS; response scale: 100% = 6.5 mM cAMP response; Potency, µM (titrated, usually from 154 µM), inactives show at the top dose activation, hits mostly activators; 360,000 compounds, 0.079% hits; AID 720711, 2013; further: potency means the concentration at half of the fitted maximal effect; nearly all actives have a fitted effect of over 50% in size
# Target sequence (Q8WZA2 whole entry, looked up): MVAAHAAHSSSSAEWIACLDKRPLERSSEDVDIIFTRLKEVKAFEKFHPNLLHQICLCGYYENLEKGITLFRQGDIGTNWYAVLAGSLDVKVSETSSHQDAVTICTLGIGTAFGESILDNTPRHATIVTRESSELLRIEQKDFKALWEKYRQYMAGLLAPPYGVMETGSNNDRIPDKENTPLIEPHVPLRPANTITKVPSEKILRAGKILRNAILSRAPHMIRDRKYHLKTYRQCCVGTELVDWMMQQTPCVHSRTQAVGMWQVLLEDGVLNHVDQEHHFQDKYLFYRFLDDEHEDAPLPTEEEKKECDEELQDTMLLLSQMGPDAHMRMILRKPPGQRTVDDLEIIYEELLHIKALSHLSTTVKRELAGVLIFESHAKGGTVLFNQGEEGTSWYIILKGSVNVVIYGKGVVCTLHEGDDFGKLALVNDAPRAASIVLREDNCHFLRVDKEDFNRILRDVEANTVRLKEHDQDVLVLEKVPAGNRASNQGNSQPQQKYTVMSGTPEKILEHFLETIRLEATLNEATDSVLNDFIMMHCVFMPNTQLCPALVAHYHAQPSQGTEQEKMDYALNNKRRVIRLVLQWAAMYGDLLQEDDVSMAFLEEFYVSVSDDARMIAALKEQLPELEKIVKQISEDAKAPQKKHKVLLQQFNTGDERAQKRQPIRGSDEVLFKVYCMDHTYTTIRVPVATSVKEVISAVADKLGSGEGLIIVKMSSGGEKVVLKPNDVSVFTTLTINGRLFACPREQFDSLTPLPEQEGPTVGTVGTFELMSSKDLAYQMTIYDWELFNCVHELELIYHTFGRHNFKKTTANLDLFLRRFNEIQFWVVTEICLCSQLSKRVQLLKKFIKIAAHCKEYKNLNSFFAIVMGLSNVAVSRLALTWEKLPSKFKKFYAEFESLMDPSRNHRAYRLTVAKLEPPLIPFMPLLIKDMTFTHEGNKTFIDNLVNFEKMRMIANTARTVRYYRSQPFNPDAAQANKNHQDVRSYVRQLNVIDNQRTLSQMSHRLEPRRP
#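 EPAC2 (100 nM) mixed with Rap1B loaded with BODIPY-GDP (250 nM) plus 50 uM unlabeled GDP; compounds pinned in, 5 min RT, then read every 5 min for 30 min (ex 480, em 540 nm). Normalized to cAMP control.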
# The depositor's hits bear a star; i = inactive; ? = inconclusive; nt = not tested or not shown; & = joins results of further samples; [ ] = dose if it differs, or a comment. Unless noted, the call rests on the fitted dose curve; in most records, active means well fitted curve in the direction sought with a large enough effect; inconclusive means small, poorly fitted or top-dose-only effect, or another doubt; inactive means no such curve, though single readings can be large; an effect the other way counts as inactive or inconclusive.
# The opening eleven entries as a preview:
no.	Structure	HepG2 tox	TGFb SMAD3 inh	IL2 activator	A549 viability	S2 tox	Nrf2 ARE act	ATXN2 expr inh	EPAC2 agonist	Nrf2 block
1	COc1ccc(CC(=O)N[C@@H](C)C(=O)N2CCC3(CC2)NCCc2[nH]cnc23)cc1	1%	1%	-1.8	1%	i	0.2%	3%	0%	-2%
2	CC(C)CC1c2[nH]c3ccccc3c2CCN1C(=O)c1cnccn1 (centres undefined)	-18%	11%	-1.8	0%	i	3.4%[9.22 µM]	199%[activator]	3%	?
3	O=C(CSc1nnc(COc2ccc(Cl)cc2)o1)OC1CCCCC1	2%	0%	-1.8	-1%	i	-0.8%	6%	6%	0%
4	COC(=O)c1cn(-c2ccccc2)nc1-c1ccncc1	10%	-4%	0.7	9%	i	0.0%	-1%	3%	14%
5	S=c1nn[nH]c2ccccc12	-11%	18%	0.2	-12%	i	4.8%	24%	3%	-29%
6	COc1ccc2c(c1)C(=O)CC(c1ccccc1F)O2 (centres undefined)	1%	10%	0.5	-4%	i	16%	25%	13%	15%
7	CC(C)(CC(=O)OCC(=O)Nc1ccc(F)c(Cl)c1)CC1=NS(=O)(=O)c2ccccc2N1	-28%	?	nt	-17%	i	4.0%	?	nt	nt
8	C/C(=N\NC(=O)COc1cccc(Br)c1)c1ccc2c(c1)OCCO2	-14%	2%	1.8	3%	i	-0.1%	5%	-1%	7%
9	Cc1ccc2[nH]c3c(c2c1)CCc1cn[nH]c1-3	-27%	-22%	-0.7	-18%	i	9.7%	9%	4%	10%
10	Cc1ccc(CCNC(=O)Cn2ccc3cc(S(=O)(=O)N4CCCC4)ccc32)cc1	1%	3%	-2.1	-4%	?	2.2%	-13%	9%	-12%
11	COc1ccccc1CNC(=O)c1cc2sccc2n1Cc1ccc(Cl)cc1	-2%	-7%	nt	2%	i	0.1%	-1%	nt	2%

# The whole of this part (from the top)
no.	Structure	HepG2 tox	TGFb SMAD3 inh	IL2 activator	A549 viability	S2 tox	Nrf2 ARE act	ATXN2 expr inh	EPAC2 agonist	Nrf2 block
1	COc1ccc(CC(=O)N[C@@H](C)C(=O)N2CCC3(CC2)NCCc2[nH]cnc23)cc1	1%	1%	-1.8	1%	i	0.2%	3%	0%	-2%
2	CC(C)CC1c2[nH]c3ccccc3c2CCN1C(=O)c1cnccn1 (centres undefined)	-18%	11%	-1.8	0%	i	3.4%[9.22 µM]	199%[activator]	3%	?
3	O=C(CSc1nnc(COc2ccc(Cl)cc2)o1)OC1CCCCC1	2%	0%	-1.8	-1%	i	-0.8%	6%	6%	0%
4	COC(=O)c1cn(-c2ccccc2)nc1-c1ccncc1	10%	-4%	0.7	9%	i	0.0%	-1%	3%	14%
5	S=c1nn[nH]c2ccccc12	-11%	18%	0.2	-12%	i	4.8%	24%	3%	-29%
6	COc1ccc2c(c1)C(=O)CC(c1ccccc1F)O2 (centres undefined)	1%	10%	0.5	-4%	i	16%	25%	13%	15%
7	CC(C)(CC(=O)OCC(=O)Nc1ccc(F)c(Cl)c1)CC1=NS(=O)(=O)c2ccccc2N1	-28%	?	nt	-17%	i	4.0%	?	nt	nt
8	C/C(=N\NC(=O)COc1cccc(Br)c1)c1ccc2c(c1)OCCO2	-14%	2%	1.8	3%	i	-0.1%	5%	-1%	7%
9	Cc1ccc2[nH]c3c(c2c1)CCc1cn[nH]c1-3	-27%	-22%	-0.7	-18%	i	9.7%	9%	4%	10%
10	Cc1ccc(CCNC(=O)Cn2ccc3cc(S(=O)(=O)N4CCCC4)ccc32)cc1	1%	3%	-2.1	-4%	?	2.2%	-13%	9%	-12%
11	COc1ccccc1CNC(=O)c1cc2sccc2n1Cc1ccc(Cl)cc1	-2%	-7%	nt	2%	i	0.1%	-1%	nt	2%
12	O=C(CN1CCN(c2ccc(F)cc2)CC1)Nc1ccc(S(=O)(=O)N2CCOCC2)cc1	4%	0%	-3.4	1%	i	-0.5%	-21%	-1%	-20%
13	CCOC(=O)CC1COCCN1C(=O)c1cc(COc2ccccc2SC)on1 (centres undefined)	-2%	6%	-2.9	nt	?	4.3%	nt	3%	nt
14	CC(=O)OCc1cc(=O)n(C)c(=O)n1C	-50%	22%	-1.4	16%	i	0.3%	1%	3%	nt
15	O=C(CN1CCCCCC1)NCCN1C(=O)S/C(=C\c2ccccc2Cl)C1=O	-9%	?	-0.6	5%	?	4.1%	-26%	10%	-1%

# Remaining list, next part.
no.	Structure	HepG2 tox	TGFb SMAD3 inh	IL2 activator	A549 viability	S2 tox	Nrf2 ARE act	ATXN2 expr inh	EPAC2 agonist	Nrf2 block
16	COc1cc2c(cc1OC)CN(C(=O)CNS(=O)(=O)c1ccc(C)c(C)c1)CC2	-5%	-15%	-0.8	2%	?	0.0%	13%	4%	-3%
17	Cc1cc(C)n2nc(SCC(=O)Nc3ccc(F)cc3[N+](=O)[O-])nc2n1	1%	1%	-1.8	-4%	i	0.2%	0%	-6%	-11%
18	CC(C)C(OC(=O)CN1C(=O)c2ccccc2C1=O)C(=O)NC1CCCCC1 (centres undefined)	5%	15%	4.8	0%	i	1.5%	-3%	-2%	-13%
19	Cc1cc(C)cc(NC(=O)Nc2c(Br)cnn2C)c1	2%	10%	3.3	0%	i	-0.8%	nt	-6%	2%
20	CSc1ccc(CNC(=O)C2(C)CCN2C(C)C)cc1 (centres undefined)	-5%	2%	0.5	nt	i	0.3%	1%	6%	nt
21	O=C(Nc1c(C(=O)N2CCN(c3ccccc3)CC2)oc2ccccc12)c1ccco1	-28%	-19%	nt	4%	i	-0.3%	-19%	nt	?
22	O=C1c2ccccc2-c2onc3c(N4CCN(CCO)CC4)cc(N4CCN(C(=O)c5ccco5)CC4)c1c23	18µM*	13µM*	-5.5	21µM*	nt	8.9%	?	4%	?
23	COc1ccc(-c2noc(C)c2-c2ccc3ccccc3n2)c(O)c1	-60%	?	-0.3	8%	i	4.0%	?	15%	2%
24	Cc1cccc(-n2ncc3c(Nc4c(C)cc(C)cc4C)ncnc32)c1	-3%	?	nt	-23%	?	-0.9%	6%	nt	nt
25	CCN(CC)S(=O)(=O)c1ccc(NC(=O)c2ccc(N3CCCC3=O)cc2)cc1	-1%	4%	-0.4	-16%	i	-0.2%	-19%	-7%	1.5µM*
26	CCN1CCSc2ccc(C(=O)NCc3ccccc3Br)cc21	-38%&-35%	-16%	-1.5	5%&-22%	i	-0.5%&4.6%	-14%	5%	-17%&-18%
27	Cc1cc2oc(=O)ccc2cc1[N+](=O)[O-]	9%	9%	-1.9	-14%	i	0.0%	7%	11%	5%
28	Cc1cc(=O)n2c(C(=O)Nc3ccc(C)c(C)c3)c(C(=O)Nc3ccccc3)sc2n1	-31%&-15%	-18%&-9%	0.0	-5%&-13%	i	0.2%&3.2%	2%&33%	-4%	16%&-7%
29	CCOC(=O)c1sc2ncn(CC(=O)Nc3ccc(C)cc3C)c(=O)c2c1C	-22%	0%	nt	1%	i	0.1%	4%	nt	6%[9.27 µM]
30	O=S(=O)(Nc1cccc2ccccc12)c1cccc2ccccc12	-28%	?	nt	-24%	nt	nt	nt	nt	18µM*

# Other entries follow:
no.	Structure	HepG2 tox	TGFb SMAD3 inh	IL2 activator	A549 viability	S2 tox	Nrf2 ARE act	ATXN2 expr inh	EPAC2 agonist	Nrf2 block
31	CC1CCN(C(=O)CSc2nc(N)cc(N)n2)CC1	8%	9%	0.0	-12%	i	-0.1%	1%	-1%	16%
32	COc1ccccc1C(CNC(=O)CNC(=O)c1ccc(C)c(C)c1)N1CCCC1 (centres undefined)	-25%	-9%	0.0	9%	i	5.2%	-9%	10%	4%
33	Cc1ccc(C(=O)OCC(=O)NC(=O)c2ccccc2)o1	-1%	-16%	3.6	-1%	i	0.2%	10%	7%	0%
34	CCOc1nc2ccccc2nc1NS(=O)(=O)c1ccc(Cl)cc1	-22%	-20%	-1.2	2%	i	-0.4%	-11%	4%	-4%
35	COCCCn1c(=O)c2sccc2n2c(CCCC(=O)N(C)Cc3ccco3)nnc12	-5%	5%	-0.5	2%	i	-0.3%	0%	7%	-3%
36	COc1ccc(CC(=O)NCc2ccc3c(c2)CCN3C(=O)c2ccc(Cl)cc2)cc1	2%	-6%	nt	3%	nt	3.0%	nt	nt	nt
37	Cc1ccc(CSc2cc(C)[nH]c(=O)n2)cc1	-3%	4%	2.1	10%	i	3.3%	nt	19%	1%
38	COCCOC(=O)c1c(NC(=O)CSc2cccc[n+]2[O-])sc(C(N)=O)c1C	-1%	1%	-5.7	8%	i	-0.3%	-16%	8%	-17%
39	CCCC/C(O)=N\S(=O)(=O)c1ccc(N=NN(C)C)cc1	-15%	21%	-0.9	-4%	i	-0.3%	5%	0%	8%
40	COc1ccc(N(CC(=O)Nc2cccc(C)c2)S(=O)(=O)c2c(C)noc2C)cc1	-16%	5%	0.0	-6%	i	-1.3%	nt	3%	?
41	Cc1ccccc1NC(=O)CCC(=O)N1CC(C)Sc2ccccc21 (centres undefined)	-7%	-16%	nt	0%	nt	2.8%	nt	nt	11%
42	O=C(C1CCCCN1S(=O)(=O)c1ccccc1)N1CCCCC1 (centres undefined)	6%	-1%	0.6	-6%	i	-0.2%	-11%	-2%	1%
